RMI FANCM FP: disruptors of RMI1/RMI2 association with MM2 peptide – biochemical, fluorescence polarization, human, primary screen; RMI core complex with F-MM2 peptide; hits give low values; FP signal (polarization) at 33 µM; 0.58% of 70,000 active; AID 1159607, 2016; in the data active = FP signal below about 40; also: inactives centre near 61; strong numbers were not always called active; unit not given here
* marks the source's active call; other numbers are inactive results; & = joins results of further samples.

| molecule | RMI FANCM FP |
| --- | --- |
| Cc1ccc2[nH]c3c(=O)n(CC(=O)N4CCN(C(=O)c5ccco5)CC4)cnc3c2c1 | 61 |
| CCOC(=O)c1sc(NC(=O)CSC2=NN3CCCC(=O)N=C3S2)c(C(=O)OCC)c1C | 71 |
| Cn1c(=NC(=O)c2cccc(Cl)c2)sc2cccc(F)c21 | 61 |
| COc1ccc(-c2cccc(NC(=O)c3ccc4c(c3)OCO4)c2)nn1 | 46 |
| CSc1ccc(NC(=O)CCCc2ccccc2)nn1 | 64 |
| CC(C)COP(=O)(OCC(C)C)C(O)c1ccc(Br)cc1 (stereo not drawn) | 61 |
| O=C(O)CS/C=C/c1ccccc1 | 55 |
| COC(=O)c1c(NC(=O)c2ccc(-c3ccccc3)cc2)sc2c1CCN(C(C)=O)C2 | 67 |
| Cc1ccc(C)c(S(=O)(=O)Nc2ccc(C(=O)N3CCC(Cc4ccccc4)CC3)cc2)c1 | 72 |
| CCCc1cnc(N2CCCN(C(=O)OC(C)(C)C)CC2)nc1 | 54 |
| Cc1ccc(C(=O)N2CCN(c3nccn3C)CC2)cc1C | 66 |
| COc1ccc(S(=O)(=O)NCCCn2ncccc2=O)cc1C | 62 |
| COc1ccc2c(c1)c(CC(=O)OCC(=O)O)c(C)n2C(=O)c1ccc(Cl)cc1 | 59&45 |
| COCCN(CCOC)C(=O)Cc1csc2nc(-c3ccccc3)cn12 | 60 |
| CN(C)c1ccc(/C=N\Nc2nc(-c3ccccc3)cs2)cc1 | 58 |
| CC(=O)n1c2ccccc2c2ccccc21 | 57 |
| Cc1cnc(C(=O)NCc2c(Cl)cccc2Oc2ccccc2)cn1 | 55 |
| CN/C(=C\[N+](=O)[O-])NCCSCc1csc(CN(C)C)n1 | 57 |
| CSc1ccc(C(=O)Nc2cc(C)nn2-c2ccccc2)cc1 | 67 |
| COc1ccc(NN=C(C#N)C#N)cc1 | 51 |
| CN1CCN(c2nc3ccc(NC(=O)c4ccc(N(C)C)cc4)cc3s2)CC1 | 65 |
| O=C(O)CCCSc1ccccc1 | 68 |
| O=C(Nc1cccc(-c2ccc3nnc(-c4cccnc4)n3n2)c1)c1ccc2ccccc2n1 | 82 |
| O=[N+]([O-])c1cccc(-c2nc3nc4ccccc4nc3n2Cc2ccco2)c1 | 60 |
| COc1ccc(C)c2sc(N(CCN(C)C)C(=O)c3cc(C)n(C)n3)nc12 | 61 |
| CC1(C)CC(=O)c2c(SCCOC(=O)Nc3cccc(Cl)c3)sc(C#N)c2C1 | 57 |
| Cc1csc(CN2CCN(C(=O)c3cc4ccccc4o3)CC2)n1 | 62 |
| COc1ccc(C(=O)CC#N)cc1OC | 61 |
| COC(=O)c1ccc(Oc2coc3cc(OC(=O)C4CCCCC4)ccc3c2=O)cc1 | 69 |
| O=c1[nH]nc(SCc2ccc(F)cc2Cl)n2nc(-c3ccco3)cc12 | 68 |
| Cc1cc(C)cc(N2CCN(C(=O)c3ccc(Cl)cc3)CC2)c1 | 59 |
| O=C(Nc1ccccc1/C(=N\O)c1ccccc1)c1cccc([N+](=O)[O-])c1 | 57 |
| O=C(c1cccc([N+](=O)[O-])c1)N1CCN(C(=O)N2CCOCC2)CC1 | 55 |
| Cc1ccc(S(=O)(=O)N2CCN(CCNC(=O)c3ccccc3F)CC2)cc1 | 58 |
| Cn1c(NNC(=O)c2cc(Br)ccc2Cl)cc(=O)n(C)c1=O | 58 |
| Cn1nc2c(c1NC(=O)c1ccc3c(c1)OCCO3)CCC2 | 64 |
| O=C(Nc1ccccc1-c1nc2ccccc2s1)c1cccc(Oc2ccccc2)c1 | 113 |
| Cc1ccc(NC(=O)C2CC(=O)N(CCc3ccc(Cl)cc3)C2)cc1 (stereo not drawn) | 55 |
| Cc1cc(C(=O)O)cc(C)n1 | 57 |
| CCCOc1ccc(N2CCN(C(=O)c3c(F)cccc3Cl)CC2)nn1 | 64 |
| CCC(Sc1nc2c(c(=O)n1CC)SC(C)C2)C(=O)OC (stereo not drawn) | 61 |
| CC(NC(=O)NC1CCCCC1)C(c1ccccc1)N1CCN(C)CC1 (stereo not drawn) | 56 |
| c1nc(SCc2ccc3c(c2)OCO3)c2c3c(sc2n1)CCCCC3 | 78 |
| O=C(c1ccc(CNS(=O)(=O)c2ccccc2F)cc1)N1CCC(Cc2ccccc2)CC1 | 81 |
| S=C1N2CCN=C2SC2=NCCN12 | 53 |
| COC(=O)c1sccc1-c1ccc(C=Nc2ccc(Cl)cc2)o1 | 54 |
| CCOC(=O)c1ccc(C(=S)N2CCCC2)cc1 | 51 |
| O=C(NCCC1=CCCCC1)C(=O)NCC1CCN(C2CCCC2)CC1 | 79 |
| Cc1cc(C)n(CC(=O)Nc2ccc(Cl)cc2)c(=O)c1-c1nc(-c2ccc(Cl)cc2)no1 | 100 |
| Nc1nc(SCc2ccccc2)ns1 | 68 |

Next results.
| molecule | RMI FANCM FP |
| --- | --- |
| Cn1cccc1CNC(=O)CN1C(=O)c2ccccc2C1=O | 58 |
| COc1ccc(C(C)=O)cc1CSc1nnc(SCc2cc(C(C)=O)ccc2OC)s1 | 53 |
| CC(=O)NCCSCc1c(F)cccc1Cl | 55 |
| Cc1ccccc1C(=O)NCCCN1CCOC(c2ccccc2)C1 (stereo not drawn) | 72 |
| CCN1CCN(C(=NC2(C(Cl)(Cl)Cl)Oc3cc(Cl)c(Cl)cc3O2)C(F)(F)F)CC1 | 65 |
| Cc1c(S(=O)(=O)c2ccc(Cl)cc2)csc1C(=O)Nc1ccc2c(c1)COCO2 | 67 |
| Cc1cc(NC(=O)CCOc2ccccc2)n(-c2nc3ccccc3s2)n1 | 71 |
| O=c1[nH]nc(SCc2nc(-c3cccc(C(F)(F)F)c3)no2)n2nc(-c3ccco3)cc12 | 76 |
| CCOc1ccc(NC(=O)CCC(=O)O)cc1 | 53 |
| O=C1c2cccc3cccc(c23)C(=O)N1CCc1ccc(S(=O)(=O)N2CCCc3ccccc32)cc1 | 44 |
| COc1cn(CC(=O)NCc2ccccc2Cl)c(CN2CCN(c3ccccc3)CC2)cc1=O | 56 |
| C=CCN(C(=O)c1ccc(Cl)cc1)c1ccccc1C(=O)NCC(=O)O | 53 |
| O=C(CCCCn1c(=O)c2ccccc2n(CC(=O)NC2CCCCC2)c1=O)NCc1cccs1 | 65 |
| CSc1ccc([N+](=O)[O-])cc1C(=O)/C=C/N(C)C | 53 |
| COc1ccccc1N1CCN(C(=O)/C=C/c2cccc(F)c2)CC1 | 62 |
| Cc1oc(C(C)(C)C)cc1-c1cc(N)n(-c2ccc(S(N)(=O)=O)cc2)n1 | 53 |
| Cc1cc(NS(=O)(=O)c2ccc(NC(=O)c3cc(Cl)ccc3[N+](=O)[O-])cc2)no1 | 53 |
| CCOC(=O)N1CCN(C(=O)CSc2ncnc3c2cnn3-c2ccc(C)cc2C)CC1 | 58 |
| COc1cn2c(cc1=O)C(=O)N(CCNC(=O)CC1CCCC1)CC2 | 62 |
| O=C(NCC(c1ccsc1)N1CCOCC1)c1ccc(F)c(F)c1 (stereo not drawn) | 53 |
| CC(=O)Nc1ccc(OCC(O)CN2CCC(C)CC2)cc1 (stereo not drawn) | 63 |
| CCOC(=O)c1c(-c2ccccc2)oc2c1cc(OC(=O)c1cccc(OC)c1)c1ccccc12 | 53 |
| C=C(C(=O)O)C(O)CCCCOc1ccc(Cl)cc1 (stereo not drawn) | 56 |
| CC1=NN(c2ccccc2)C(=O)C1C(=O)c1ccccc1C (stereo not drawn) | 62 |
| COc1ccccc1C(=O)NCCOc1ccccc1 | 61 |
| O=C(Nc1cc2ccccc2cc1NC(=O)C1CCCCC1)C1CCCCC1 | 54 |
| CN(C)c1ccc(-c2nc3ccccc3c(=O)[nH]2)c(Cl)c1 | 51 |
| COc1ccc(-c2nnc(NC(=O)CSc3ccc(Cl)cc3)s2)cc1 | 67 |
| O=C(CSc1nc(-c2ccccc2)cs1)NCc1ccccc1 | 72 |
| COc1ccc2cc(C=O)c(OC)nc2c1 | 56 |
| CC1(C)OC(=O)C(=C2SCCCS2)C(=O)O1 | 54 |
| O=C(O)c1cc(=O)c(O)c2c(O)c(O)ccc2c1 | 49 |
| O=C(NCCN1CCN(c2ccccc2F)CC1)C1CC1 | 64 |
| O=C(CC12CC3CC(CC(C3)C1)C2)N1CCCC1 | 63 |
| Cc1ccccc1C(=O)Nc1cccc(-c2cn3ccsc3n2)c1 | 73 |
| COc1ccc(NC(=O)NCc2c(-c3ccccc3)noc2C)cc1OC1CCCC1 | 54 |
| Cc1[nH]c(=O)c(C#N)cc1-c1ccncc1 | 55&52&58 |
| N#CC(=C1CCCCC1)c1nc(-c2ccc(Br)cc2)cs1 | 62 |
| COc1ccc(C2=NN(C(=O)CNCCO)C(c3cn(-c4ccccc4)nc3-c3ccc(C)cc3)C2)cc1 (stereo not drawn) | 93 |
| COc1ccc(/C(C)=N\OC(=O)c2sc3ccccc3c2Cl)cc1CN1CCOCC1 | 56&51 |
| Cn1c(=NC(=O)/C=C\c2ccccc2)sc2ccccc21 | 57 |
| CNc1nn(CC(=O)Nc2ccc(Br)c(C)c2)c(N)c1-c1nc(-c2ccccc2)no1 | 73 |
| Cc1cc(C)c2c(N)c(C(=O)N/N=C\c3cn(-c4ccccc4)nc3C)sc2n1 | 56 |
| O=c1c(NCc2ccccc2)c(NCc2ccccc2)c1=O | 62&52 |
| O=C(C1CC1)N1CCc2ccc(NC(=O)C3(c4ccccc4)CCOCC3)cc21 | 68 |
| CCOC(=O)c1c(NC(=O)C(C)Sc2nc3ccccc3s2)sc2c1CCC2 (stereo not drawn) | 59 |
| O=C(NCCOc1cccc(C(F)(F)F)c1)C1CCCC1 | 63 |
| O=C1CC(c2ccc(O)cc2)Oc2ccccc21 (stereo not drawn) | 59 |
| O=S(=O)(NC1=NCCC1)c1cccc(NS(=O)(=O)c2ccc3c(c2)OCCO3)c1 | 58 |
| O=C(CCCSc1ccc(F)cc1)N(Cc1ccccn1)c1nc2ccc([N+](=O)[O-])cc2s1 | 60 |

Laid out differently: results already given
SMILES: Cn1c(=NC(=O)c2cccc(Cl)c2)sc2cccc(F)c21
  RMI FANCM FP: 61

SMILES: Cc1cc(C)cc(N2CCN(C(=O)c3ccc(Cl)cc3)CC2)c1
  RMI FANCM FP: 59

SMILES: Nc1nc(SCc2ccccc2)ns1
  RMI FANCM FP: 68

SMILES: O=C(NCC(c1ccsc1)N1CCOCC1)c1ccc(F)c(F)c1 (stereo not drawn)
  RMI FANCM FP: 53

Following part:
| molecule | RMI FANCM FP |
| --- | --- |
| CCn1nccc1C(=O)Nc1ccccc1C | 70 |
| Clc1ccc(C[n+]2cc(-c3ccccc3)n3c2CCCCC3)c(Cl)c1 | 68 |
| Cc1cc(C(=O)Nc2nnc(-c3ccco3)o2)no1 | 55 |
| COc1ccc(OC)c2[nH]c(=O)c(CCNC(=S)Nc3cccc(F)c3)cc12 | 73 |
| Cc1ccc(OCC(=O)Nc2nnc(C(C)C)s2)c(Br)c1 | 70 |
| CSc1nc(NC(C)C)c2cnn(CCNC(=O)c3c(F)cccc3Cl)c2n1 | 54 |
| O=c1ccc(-c2ccccc2)nn1CCCNS(=O)(=O)c1ccccc1 | 64 |
| Cc1nnsc1C(=O)NCCn1ncc2c(N3CCN(c4ccccc4)CC3)ncnc21 | 64 |
| NS(=O)(=O)c1ccc(C(=O)NCCCn2nc(-c3ccc(F)cc3)ccc2=O)cc1 | 71 |
| CC1CC(=S)Nc2ccccc2S1 (stereo not drawn) | 53 |
| Cc1ccc(C(=O)NCc2nsc(=NC(=Nc3ccccc3)c3ccccc3)n2Cc2ccccc2)cc1 | 41 |
| Cc1nc2ccccc2c(=O)n1-c1ccc(F)c(NC(=O)c2ccc(Cl)c([N+](=O)[O-])c2)c1 | 63 |
| CCOc1cc(CC(=O)N[C@@H](CC(C)C)c2ccccc2N2CCCCC2)ccc1C(=O)O | 64&59 |
| Oc1c(Br)cc(Br)cc1C=Nc1cccc(Cl)c1 | 20* |
| CCNc1nn(CC(=O)Nc2cccc(C(C)=O)c2)c(N)c1-c1nc(-c2ccccc2C)no1 | 63&73 |
| Cc1[nH]ccc(=O)c1OCc1ccccc1 | 51 |
| CCCNC(=O)NNC(=O)c1cccs1 | 55 |
| CCOC(=O)N1CCN(CC(O)COc2ccc(OC(F)(F)F)cc2)CC1 (stereo not drawn) | 45 |
| CCCN(CCC)c1ccc(C(=S)N2CCOCC2)cc1 | 59 |
| COc1c(N2CCNC(C)C2)c(F)cc2c(=O)c(C(=O)O)cn(C3CC3)c12 (stereo not drawn) | 65 |
| Cc1c(C(=O)O)sc2nc(SC3CCOC3=O)[nH]c(=O)c12 (stereo not drawn) | 59 |
| CCOc1ccccc1C(=O)Nc1nnc(SCc2cccc(F)c2)s1 | 61 |
| COc1ccc(Br)c(OC)c1C(=O)NC(=O)Nc1c(F)cccc1F | 59 |
| CC(C)(C)c1ccc(NC(=O)CSc2nc3[nH]ncc3c(=O)n2-c2ccccc2)cc1 | 68 |
| CN(CCCCCCCCCCN(C)C(=O)Oc1cccc([N+](C)(C)C)c1)C(=O)Oc1cccc([N+](C)(C)C)c1 | 61 |

Records listed so far shown as hits in RMI FANCM FP:
| molecule | RMI FANCM FP |
| --- | --- |
| Oc1c(Br)cc(Br)cc1C=Nc1cccc(Cl)c1 | 20* |

Continuation.
| molecule | RMI FANCM FP |
| --- | --- |
| Cc1nnc(NC(=O)CSc2nnc(Cc3ccccc3)o2)s1 | 75 |
| Cc1cc(NC(=O)COc2ccccc2)n(C)n1 | 68 |
| COc1ccc(N2CC(NC(=O)Nc3cccc(C)n3)CC2=O)cc1OC (stereo not drawn) | 63 |
| CC(C)(C)SC(=O)c1cccnc1SCCS(=O)(=O)c1cccc(C(F)(F)F)c1 | 57 |
| Cc1nc(Nc2ccc(NC(=O)Nc3ccccc3C(F)(F)F)cc2)cc(OC(C)C)n1 | 57 |
| CCCC(=O)N1N=C(c2cccc(NS(C)(=O)=O)c2)CC1c1cc(OC)ccc1OC (stereo not drawn) | 75 |
| CCOC(=O)c1cc2c(Cl)cc(Cl)cc2n1C(=O)OC(C)(C)C | 52 |
| CC1(C)COc2cc(NS(=O)(=O)c3ccccc3Br)ccc2NC1=O | 64 |
| CCC(C)(C)NC(=S)N/N=C\c1ccccc1SC(C)(C)C | 55 |
| O=C(Cc1csc(Nc2ccccc2)n1)N1CCN(c2ccccc2)CC1 | 62 |
| CC(C)C[C@H](NC(=O)[C@H]1CCCN1C(=O)OCc1ccccc1)C(=O)O | 53 |
| CS(=O)(=O)c1cccc2sc(Cl)nc12 | 67 |
| COc1ccc(NCCC#N)cc1 | 54 |

Some of the compounds tested. The share of hits here may be higher or lower than overall.
